# Screening data as filed in PubChem.
# PRC2 inh: EZH2/PRC2 methyltransferase inhibitors, primary screen, biochemical, DELFIA time-resolved fluorescence, single point; Histone-lysine N-methyltransferase EZH2 (Homo sapiens), Q15910; PRC2 H3K27 methylation, DELFIA TRF, 1 h; inhibition, % at 12.5 µM; 57,000 tested, 0.35% active;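 active = mean inhibition of replicates at least 50% and every single replicate also reaching 50%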;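 also: dimethyl H3K27 on biotinylated H3 21-44 peptide detected by antibody; plate controls were median neutral control wells for no effect and median positive control wells for full effect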
# Target sequence (Q15910 whole entry, looked up): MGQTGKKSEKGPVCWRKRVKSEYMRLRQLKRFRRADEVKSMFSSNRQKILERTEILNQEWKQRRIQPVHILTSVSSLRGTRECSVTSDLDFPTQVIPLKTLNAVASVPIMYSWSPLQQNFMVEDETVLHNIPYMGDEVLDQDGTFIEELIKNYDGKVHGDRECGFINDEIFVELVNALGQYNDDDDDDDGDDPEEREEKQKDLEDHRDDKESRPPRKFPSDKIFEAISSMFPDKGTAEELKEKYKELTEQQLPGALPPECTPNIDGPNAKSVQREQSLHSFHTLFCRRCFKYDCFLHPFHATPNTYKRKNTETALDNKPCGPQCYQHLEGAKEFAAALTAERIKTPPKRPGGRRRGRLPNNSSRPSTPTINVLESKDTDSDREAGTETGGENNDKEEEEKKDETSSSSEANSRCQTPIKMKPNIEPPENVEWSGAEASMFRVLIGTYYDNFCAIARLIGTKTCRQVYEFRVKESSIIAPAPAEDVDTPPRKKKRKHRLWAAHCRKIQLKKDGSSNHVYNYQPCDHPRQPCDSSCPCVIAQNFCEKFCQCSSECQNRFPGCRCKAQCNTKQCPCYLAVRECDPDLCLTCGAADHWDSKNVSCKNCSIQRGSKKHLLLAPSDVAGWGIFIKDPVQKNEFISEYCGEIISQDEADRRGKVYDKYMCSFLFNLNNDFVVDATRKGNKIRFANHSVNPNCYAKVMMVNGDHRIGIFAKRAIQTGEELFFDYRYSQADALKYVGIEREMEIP
# IDH1 mut inh: inhibitors of IDH1 R132H reductase, primary screen, biochemical, plate reader, single point; Isocitrate dehydrogenase [NADP] cytoplasmic (Homo sapiens), O75874; 70,000 tested, 0.18% active; inhibition, % at 10 µM; diaphorase/resazurin fluorescence, 60 min; in the data active = inhibition above about 34%;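 also: 0% = DMSO and 100% = no enzyme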
# An asterisk follows results filed as active; nt = not tested or not shown.
no.	compound	PRC2 inh	IDH1 mut inh
1	C[C@@H]1CN([C@H](C)CO)C(=O)c2cc(-c3ccccc3)cnc2O[C@H]1CN(C)C(=O)C1CCOCC1	-8	-5.5
2	Cc1noc(C)c1S(=O)(=O)N(C)C[C@@H]1Oc2ccc(NS(C)(=O)=O)cc2CC(=O)N([C@@H](C)CO)C[C@H]1C	nt	0.1
3	CC(C)NC(=O)N(C)C[C@@H]1Oc2ccc(NC(=O)Nc3ccc(C(F)(F)F)cc3)cc2CC(=O)N([C@@H](C)CO)C[C@H]1C	-27	0.2
4	COc1ccc(CN(C)C[C@@H]2Oc3ccc(NC(=O)NC4CCCCC4)cc3C(=O)N([C@@H](C)CO)C[C@H]2C)cc1	nt	0.1
5	CC(C)CC#Cc1ccc2c(c1)O[C@H](CN(C)Cc1ccncc1)[C@H](C)CN([C@H](C)CO)S2(=O)=O	-3	19
6	C[C@@H]1CN([C@@H](C)CO)S(=O)(=O)c2ccc(-c3ccccc3)cc2O[C@@H]1CN(C)Cc1ccccn1	6	nt
7	CO[C@@H]1CN(C)C(=O)c2cc(NC(C)=O)ccc2OC[C@H](C)N(CCc2ccccc2)C[C@@H]1C	-2	0.3
8	Cn1c(SCC(=O)Nc2ccc(Oc3ccccc3)cc2)nnc1-c1ccncc1	11	0.2
9	C=C1C(=O)O[C@@H]2/C=C(/CO[C@@H]3O[C@H](CO)[C@@H](O)[C@H](O)[C@H]3O)CC/C=C(/C=O)C[C@H](O)[C@@H]12	nt	0.2
10	CO[C@@H]1CN(C)C(=O)c2ccc(NS(=O)(=O)c3ccccc3Cl)cc2OC[C@H](C)NC[C@@H]1C	9	0.1
11	COCC(=O)Nc1ccc2c(c1)[C@H]1C[C@@H](CC(=O)NCc3cc(F)ccc3F)O[C@H](CO)[C@H]1O2	13	1.2
12	C[C@H](CO)N1C[C@H](C)[C@@H](CN(C)C)Oc2ccc(NS(=O)(=O)c3ccccc3)cc2CC1=O	nt	-2.7
13	Cc1noc(C)c1S(=O)(=O)Nc1cccc2c1O[C@@H](CN(C)Cc1ccc(C(F)(F)F)cc1)[C@@H](C)CN([C@@H](C)CO)C2=O	4	0.4
14	C[C@@H]1CN([C@H](C)CO)C(=O)c2cccc(NC(=O)Nc3ccccc3)c2O[C@H]1CN(C)S(C)(=O)=O	7	1.4
15	CCn1c(SCC(=O)Nc2ccc(F)c(Cl)c2)nnc1-c1ccc(Cl)cc1Cl	8	-0.3

# Structures above containing an aryl thioether with sulfur outside any ring:
no.	compound	PRC2 inh	IDH1 mut inh
8	Cn1c(SCC(=O)Nc2ccc(Oc3ccccc3)cc2)nnc1-c1ccncc1	11	0.2
15	CCn1c(SCC(=O)Nc2ccc(F)c(Cl)c2)nnc1-c1ccc(Cl)cc1Cl	8	-0.3

# One compound at a time, as listed above:
# CO[C@@H]1CN(C)C(=O)c2ccc(NS(=O)(=O)c3ccccc3Cl)cc2OC[C@H](C)NC[C@@H]1C across the screens: PRC2 inh = 9; IDH1 mut inh = 0.1
# COCC(=O)Nc1ccc2c(c1)[C@H]1C[C@@H](CC(=O)NCc3cc(F)ccc3F)O[C@H](CO)[C@H]1O2 across the screens: PRC2 inh = 13; IDH1 mut inh = 1.2

# Going on with the list.
no.	compound	PRC2 inh	IDH1 mut inh
16	O=C(C[C@H]1C[C@H]2c3cc(NC(=O)c4cccnc4)ccc3O[C@H]2[C@H](CO)O1)NCC(F)(F)F	3	0.1
17	CC1(CC(=O)O)CCC2(O1)C(CO)=CCC1C(C)(C)C(O)CCC12C (stereo not drawn)	-23	0.1
18	O=C1O[C@@H](c2ccccc2)[C@@H](c2ccccc2)N2[C@@H](c3ccc(OCCO)cc3)[C@]3(C(=O)Nc4ccccc43)[C@@H](C(=O)N3CCCCCCC3)[C@H]12	-14	nt
19	CCC(=O)Nc1ccc2c(c1)OC[C@H](C)N(C(=O)c1ccccn1)C[C@@H](C)[C@H](OC)CN(C)C2=O	-14	0.1
20	CO[C@H]1CC[C@H]2CCOc3c(C#N)cccc3C(=O)N(C)C[C@@H](C)C(=O)N(C)C[C@@H]1O2	0	0.2
21	CCCNC(=O)N(C)C[C@@H]1Oc2cc(-c3ccc(C)cc3)ccc2S(=O)(=O)N([C@H](C)CO)C[C@@H]1C	18	-1.1
22	Cc1ccc(S(=O)(=O)Nc2ccc3c(c2)C(=O)N([C@H](C)CO)C[C@@H](C)[C@@H](CN(C)CC2CCCCC2)OCCCC[C@@H](C)O3)cc1	nt	0.2
23	C[C@H]1CN([C@@H](C)CO)C(=O)c2cccc(NC(=O)c3ccc(-c4nccs4)cc3)c2O[C@@H]1CN(C)S(=O)(=O)c1cn(C)cn1	nt	-2.2
24	CC(C)NC(=O)N(C)C[C@@H]1OCCCC[C@@H](C)Oc2ccc(NC(=O)NC3CCCCC3)cc2C(=O)N([C@H](C)CO)C[C@@H]1C	-4	1.9
25	C[C@@H]1CN([C@H](C)CO)C(=O)c2cc(C#Cc3ccccn3)cnc2O[C@@H]1CN(C)Cc1cncnc1	nt	-0.1
26	CNC[C@@H]1Oc2ccc(N(C)C)cc2C(=O)N([C@@H](C)CO)C[C@H]1C	nt	2.8
27	CCC(=O)N[C@@H]1CC[C@@H](CCn2cc(CN(C)C)nn2)O[C@H]1CO	8	0.0
28	CNC[C@H]1Oc2c(NC(=O)NC(C)C)cccc2C(=O)N([C@H](C)CO)C[C@H]1C	2	nt
29	C[C@H](O)C#Cc1ccc2c(c1)O[C@@H](CN(C)Cc1ccccc1)[C@@H](C)CN([C@H](C)CO)S2(=O)=O	0	-3.8
30	N#C/C(=C/c1ccc(O)c(O)c1)C(=O)NCc1ccccc1	21	-1.3
31	CC(=O)N(C)C[C@H]1Oc2ncc(C#CC3(O)CCCC3)cc2C(=O)N([C@@H](C)CO)C[C@H]1C	0	-1.5
32	COc1ccc(S(=O)(=O)N(C)C[C@@H]2Oc3ccc(NC(=O)C4CCCCC4)cc3C(=O)N([C@@H](C)CO)C[C@@H]2C)cc1	nt	0.2
33	NCC[C@@H]1CC[C@@H](NC(=O)C2CCCC2)[C@@H](CO)O1	0	0.0
34	C[C@H](CO)N1C[C@H](C)[C@H](CN(C)C(=O)Nc2ccc(F)cc2)OCCCC[C@H](C)Oc2ccc(NS(=O)(=O)c3cccs3)cc2C1=O	nt	0.0
35	COc1cccc(-n2nnnc2SCC(=O)Nc2c(C)cc(C)cc2C)c1	6	0.0
36	CCC(=O)N[C@@H]1CC[C@@H](CC(=O)NCc2ccccc2OC)O[C@@H]1CO	-2	-0.3
37	C[C@H]1CN([C@@H](C)CO)C(=O)c2cc(-c3ccc(C#N)cc3)cnc2O[C@@H]1CN(C)C(=O)c1cccnc1	-4	-1.5
38	CC(=O)Nc1ccc(OCC(O)Cn2nc(C)c(C(C)=O)c2C)cc1 (stereo not drawn)	1	-0.1
39	CNC[C@H]1Oc2ccc(NC(=O)CCN3CCOCC3)cc2CC(=O)N([C@H](C)CO)C[C@H]1C	1	2.1
40	COc1ccc(NC(=O)N(C)C[C@H]2Oc3ccc(NC(=O)c4ccncc4)cc3C(=O)N([C@H](C)CO)C[C@H]2C)cc1	1	1.0
41	C[C@@H]1CN([C@@H](C)CO)C(=O)c2cc(NS(=O)(=O)c3cn(C)cn3)ccc2O[C@@H](C)CCCCO[C@H]1CN(C)CC1CCCCC1	nt	3.1
42	COc1ccccc1CNC(=O)C[C@H]1C[C@H]2c3cc(NC(=O)NC4CCCC4)ccc3O[C@H]2[C@@H](CO)O1	-23	0.1
43	COc1ccc(NC(=O)Nc2ccc3c(c2)[C@@H]2C[C@H](CC(=O)N4CCN(C)CC4)O[C@@H](CO)[C@@H]2O3)cc1	-2	0.2
44	O=C(CCN1CCCCC1)N[C@@H]1CC[C@@H](CCn2cc(-c3ccc(F)cc3)nn2)O[C@@H]1CO	7	-0.3
45	COc1ccc(CN(C)C[C@H]2Oc3ccc(NC(=O)CCC(F)(F)F)cc3C(=O)N([C@H](C)CO)C[C@@H]2C)cc1	nt	0.0

# Down the list, from the results shown.
# IDH1 mut inh, compounds 32 to 43 → 0.2, 0.0, 0.0, 0.0, -0.3, -1.5, -0.1, 2.1, 1.0, 3.1, 0.1, 0.2
# PRC2 inh, compounds 32 to 43 → nt, 0, nt, 6, -2, -4, 1, 1, 1, nt, -23, -2

# Next part:
no.	compound	PRC2 inh	IDH1 mut inh
46	CN(C)c1ccc2c(c1)[C@@H]1C[C@@H](CC(=O)NCc3ccc(Oc4ccccc4)cc3)O[C@H](CO)[C@@H]1O2	-10	-1.2
47	C[C@H]1CN([C@@H](C)CO)C(=O)c2cc(NS(=O)(=O)c3ccc(Cl)cc3)ccc2O[C@@H]1CN(C)Cc1ccc(Oc2ccccc2)cc1	nt	0.0
48	C[C@H]1CN([C@@H](C)CO)C(=O)CCCn2cc(nn2)CO[C@H]1CN(C)C(=O)c1ccc2ccn(C)c2c1	2	0.4
49	Cc1noc(C)c1NC(=O)Nc1ccc2c(c1)C(=O)N([C@H](C)CO)C[C@@H](C)[C@@H](CN(C)CC1CCCCC1)OCCCC[C@@H](C)O2	nt	8.1
50	COc1ccc(NC(=O)N(C)C[C@@H]2OCCCC[C@@H](C)Oc3ccc(NC(=O)Cc4ccccc4)cc3C(=O)N([C@H](C)CO)C[C@H]2C)cc1	nt	-3.5
51	C[C@@H]1CN([C@@H](C)CO)C(=O)c2cc(NC(=O)C3CCCCC3)ccc2O[C@@H]1CN(C)C(=O)Nc1ccccc1	-11	nt
52	Cc1ccc(S(=O)(=O)N(C)C[C@@H]2OCCCC[C@H](C)Oc3ccc(N(C)C)cc3C(=O)N([C@H](C)CO)C[C@H]2C)cc1	-12	-2.4
53	C[C@H](CO)N1C[C@H](C)[C@H](CN(C)C(=O)NC2CCCCC2)Oc2ncc(-c3cccc(F)c3)cc2C1=O	nt	0.3
54	C[C@H]1CN([C@@H](C)CO)C(=O)c2ccccc2-c2ccccc2CO[C@H]1CN(C)C(=O)Nc1ccccc1	-4	nt
55	C[C@H]1CN([C@@H](C)CO)C(=O)Cc2cc(NC(=O)Nc3ccccc3)ccc2O[C@@H]1CN(C)C(=O)NC1CCCCC1	13	0.2
56	C[C@H](CO)N1C[C@H](C)[C@H](CN(C)C(=O)Nc2ccc(F)cc2)Oc2c(NS(=O)(=O)c3cn(C)cn3)cccc2C1=O	nt	-2.2
57	COCC(=O)Nc1ccc2c(c1)OC[C@@H](C)N(Cc1ccncc1)C[C@@H](C)[C@@H](OC)CN(C)C2=O	-11	-0.1
58	CCO[C@@H]1OC(C(=O)N2CCN(Cc3ccc4c(c3)OCO4)CC2)=C[C@H](c2ccccc2)[C@H]1CCCO	-3	nt
59	C[C@@H]1CN([C@H](C)CO)C(=O)c2cccc(NC(=O)Nc3ccc4c(c3)OCO4)c2O[C@H]1CN(C)S(=O)(=O)c1ccccc1	nt	-1.9
60	Cc1noc(C)c1NC(=O)N[C@H]1C=C[C@@H](CC(=O)Nc2ccccc2)O[C@H]1CO	6	-0.6
61	COc1cccc(NC(=O)N(C)C[C@H]2Oc3cc(C#CC4(O)CCCC4)ccc3S(=O)(=O)N([C@H](C)CO)C[C@H]2C)c1	1	2.3
62	C[C@@H]1CN([C@@H](C)CO)C(=O)CCCn2nncc2CO[C@H]1CN(C)C	nt	1.6
63	C/C=C/c1cnc2c(c1)C(=O)N([C@H](C)CO)C[C@H](C)[C@@H](CN(C)C(=O)Nc1ccc(F)cc1)O2	1	1.6
64	Nc1nnc(SCC(=O)N2CCc3ccccc32)n1-c1ccccc1	6	0.1
65	Cc1ccc(S(=O)(=O)N[C@@H]2CC[C@@H](CCn3cc(-c4ccccc4F)nn3)O[C@H]2CO)cc1	-1	0.1
66	C[C@@H]1CCCCO[C@@H](CN(C)CC2CC2)[C@H](C)CN([C@H](C)CO)C(=O)c2cc(NC(=O)Nc3ccc(F)cc3)ccc2O1	-15	nt
67	O=C(N[C@@H]1CC[C@H](CCn2cc(Cc3ccccc3)nn2)O[C@H]1CO)c1cnccn1	3	0.1
68	Cc1cccc(C)c1Nc1c(-c2ccsc2)nc2sccn12	12	0.5
69	COCC(=O)N1C[C@H](C)[C@H](OC)CN(C)C(=O)c2ccc(NC(=O)Nc3cccc(F)c3)cc2OC[C@@H]1C	-5	0.0
70	C[C@@H]1CN([C@H](C)CO)C(=O)c2cccc(NC(=O)Nc3ccc(F)cc3)c2O[C@@H]1CN(C)S(=O)(=O)c1ccc(F)cc1	nt	2.9
71	C[C@@H]1CN([C@@H](C)CO)C(=O)c2cccc(NC(=O)C3CCCCC3)c2O[C@@H]1CN(C)CC1CCCCC1	0	nt
72	O=S(=O)(c1ccccc1)c1nc(-c2cccs2)oc1NCC1CCCO1 (stereo not drawn)	-3	-0.9
73	CO[C@@H]1CN(C)C(=O)c2cc(NC(=O)NC(C)C)ccc2OC[C@@H](C)N(Cc2cncnc2)C[C@@H]1C	21	nt
74	O=C(C[C@H]1C[C@H]2c3cc(NC(=O)Nc4ccccc4F)ccc3O[C@H]2[C@@H](CO)O1)NCCc1ccccc1	-15	0.1
75	C[C@@H]1CCCCO[C@H](CN(C)CC2CC2)[C@H](C)CN([C@H](C)CO)C(=O)c2cc(NS(=O)(=O)c3ccc(F)cc3)ccc2O1	nt	1.3
76	CC(C)NC(=O)N(C)C[C@@H]1Oc2c(NC(=O)c3ccncc3)cccc2C(=O)N([C@H](C)CO)C[C@@H]1C	nt	2.8
77	CNC[C@@H]1Oc2ccc(NC(=O)NC(C)C)cc2C(=O)N([C@@H](C)CO)C[C@@H]1C	-3	4.0

# Some of the compounds tested; rates above refer to the full screens.
